MITF primary: blocks human microphthalmia-associated transcription factor. 650,000 tested, 0.91% active. inhibition, % at 2.6 µM. AID 1259374. AlphaScreen MITF homodimerization, bead proximity signal; in the data active = inhibition above about 50%;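 note: 0% = vehicle wells with protein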
Target sequence (O75030 whole entry, looked up): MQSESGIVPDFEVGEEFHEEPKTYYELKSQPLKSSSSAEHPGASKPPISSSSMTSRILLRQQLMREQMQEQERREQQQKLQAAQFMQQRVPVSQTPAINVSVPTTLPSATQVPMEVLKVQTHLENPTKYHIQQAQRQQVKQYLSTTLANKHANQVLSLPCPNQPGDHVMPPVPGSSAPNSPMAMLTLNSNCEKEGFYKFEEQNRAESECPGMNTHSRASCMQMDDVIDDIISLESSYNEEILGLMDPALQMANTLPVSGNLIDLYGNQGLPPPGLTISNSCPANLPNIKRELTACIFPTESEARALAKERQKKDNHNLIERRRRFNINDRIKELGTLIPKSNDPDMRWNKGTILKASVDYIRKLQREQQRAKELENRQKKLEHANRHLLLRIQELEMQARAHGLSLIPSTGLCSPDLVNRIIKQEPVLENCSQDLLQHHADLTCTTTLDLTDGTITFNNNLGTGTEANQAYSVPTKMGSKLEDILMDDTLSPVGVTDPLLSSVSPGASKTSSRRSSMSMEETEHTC
GPR151 activ: human GPR151 activation; PathHunter beta-arrestin GPR151 cells, luminescence; Q8TDV0; 650,000 tested, 1% active; activation, % at 11.2 µM; in the data active = activation above about 4.9%;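 note: 0% = median of compound wells and 100% = cells with positive control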
Target sequence (Q8TDV0 whole entry, looked up): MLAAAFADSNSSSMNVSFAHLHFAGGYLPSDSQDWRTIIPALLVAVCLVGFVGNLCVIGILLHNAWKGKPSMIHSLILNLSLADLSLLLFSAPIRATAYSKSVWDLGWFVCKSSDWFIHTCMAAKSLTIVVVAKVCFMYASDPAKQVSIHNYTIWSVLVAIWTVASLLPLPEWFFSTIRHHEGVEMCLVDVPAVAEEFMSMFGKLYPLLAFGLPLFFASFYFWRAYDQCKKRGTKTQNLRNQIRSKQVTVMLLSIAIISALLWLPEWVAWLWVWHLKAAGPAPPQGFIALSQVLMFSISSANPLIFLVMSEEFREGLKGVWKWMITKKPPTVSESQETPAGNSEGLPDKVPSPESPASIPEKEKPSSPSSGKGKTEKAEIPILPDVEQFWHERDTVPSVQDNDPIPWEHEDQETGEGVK
FBW7 activator: human FBW7 E3 ligase activation, primary screen; 650,000 tested, 0.13% active; AlphaScreen FBW7–phospho-cyclin E peptide binding, activator screen; normalized activity (activation), % at 26.1 µM; AID 1259310; in the data active = normalized activity above about 1.9%;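 note: purified mutant Fbw7 with reduced substrate affinity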
TEAD-YAP inh: TEAD-YAP interaction inhibition; AID 1259422; inhibition, % at 9.12 µM; 640,000 tested, 1.4% active; HEK-TIYL cells, TEAD-Gal4/YAP UAS-luciferase luminescence; in the data active = inhibition above about 32%;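 note: 0% = median of test compound wells and 100% = reference inhibitor wells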
* hit, by the source's call.

1) COc1ccc(OCC(=O)Nc2cc(-c3nc4ncccc4o3)ccc2C)cc1
2) CCc1c2ccc(C)n2cc[n+]1CC(C)=O
3) Cc1cccc(NC(=O)c2cccc(S(=O)(=O)N3CCCCCC3)c2)c1
4) Cc1ccccc1NC(=O)CC1SC(=O)N(CC(=O)c2ccccc2)C1=O (stereo not given)
5) CC(C)C(NCCC(=O)c1ccc(Br)cc1)C(=O)O (stereo not given)
6) CC(C)OC(=O)C1=C(N)OC2=C(C(=O)CC(C)(C)C2)C1c1ccc(Cl)cc1 (stereo not given)
7) O=C(CSc1nc2c(sc(=S)n2-c2ccccc2)c(=O)n1-c1ccccc1)c1ccccc1
8) O=C(O)c1ccc(C(=O)c2ccc([N+](=O)[O-])cc2)c(C(=O)O)c1
Assay by compound	1	2	3	4	5	6	7	8
GPR151 activ	-0.4	1.0	0.4	-0.4	-0.3	-0.8	0.4	2.9
FBW7 activator	0.1	1.2	0.1	-0.1	-0.1	0.3	-0.3	0.0
MITF primary	17	-4	-3	-3	-11	8	-12	0
TEAD-YAP inh	0	2	-9	-1	-11	8	-3	5

9) Cc1ccc(C(=O)NC(C)C(c2ccccc2)N2CCOCC2)s1 (stereo not given)
10) CCC(Cc1ccccc1)NC(=O)/C=C/c1ccco1 (stereo not given)
11) COC(=O)c1ccc(CN2CCN(C)C(CCO)C2)cc1 (stereo not given)
12) CCOCCCNC(=O)CNC(=S)N(Cc1ccccc1F)C1CCCCC1
13) O=C(CCc1nnc(C2(c3ccc(Cl)cc3)CCC2)o1)NC1CCCC1
14) CCN(CC)C(=O)C(Cl)c1ccccc1 (stereo not given)
15) CCOC(=O)c1c(C)oc2ccc(N(C(=O)c3ccccc3)S(=O)(=O)c3ccc(Cl)c([N+](=O)[O-])c3)cc12
16) Oc1ccc(-c2[nH]ncc2-c2cccc3cccnc23)c(O)c1
Assay by compound	9	10	11	12	13	14	15	16
GPR151 activ	-2.1	-0.8	2.7	-2.1	3.2	0.2	0.6	-0.7
FBW7 activator	0.2	-0.1	0.2	0.0	0.0	0.0	0.2	-0.1
MITF primary	-5	7	8	-5	6	-2	17	0
TEAD-YAP inh	-4	-2	2	16	7	7	-1	0

17) O=C(Nc1c(C(=O)Nc2ccc3c(c2)OCCO3)oc2ccccc12)c1cccs1
18) COc1cccc(/C(C)=N/N=C2\NC(=O)C(CC(=O)O)S2)c1 (stereo not given)
19) O=C(Nc1ccccc1)C1C(c2ccccc2)C1(Cl)Cl (stereo not given)
20) O=C(O)c1ccccc1C(=O)NCc1ccc2[nH]c3c(c2c1)CCCC3
21) CCc1ccccc1NC(=O)CN(c1cccc(C)c1C)S(C)(=O)=O
22) C=CCOc1cccc(/C=N/NC(=O)C(=O)Nc2ccc(C)c(C)c2)c1
23) O=C(Nc1cccc(-c2cc3ccccc3[nH]2)c1)C1CCCN(C2CCOCC2)C1 (stereo not given)
24) CCN=C1SC(CC(=O)Nc2cccc(C(=O)O)c2)C(=O)N1CC (stereo not given)
Assay by compound	17	18	19	20	21	22	23	24
GPR151 activ	-0.6	-1.1	-0.1	-0.5	0.1	-0.2	-0.6	0.5
FBW7 activator	-0.1	0.2	-0.2	0.0	0.0	0.1	0.0	-0.1
MITF primary	-14	22	-2	9	11	32	9	43
TEAD-YAP inh	6	-2	13	5	4	2	-10	-3

25) COc1nc(C)nc(NC(=O)NS(=O)(=O)c2c(Cl)nc(C)c(Cl)c2C)n1
26) COc1ccc(/C=C2/N=C(c3ccc([N+](=O)[O-])cc3)OC2=O)cc1
27) CCOc1ccc(C(=O)Nc2ccccc2Br)cc1[N+](=O)[O-]
28) CCOC(=O)c1c(NC(=O)CSc2nnc(CNC(=O)c3ccc(OC)cc3)n2-c2cccc(C)c2C)sc2c1CCC2
29) CC(C)C(=O)Nc1ccc(S(=O)(=O)Nc2ccc3c(c2)N(C(=O)C(C)(C)C)CC3)cc1
30) CC(C)OC(=O)C[N+](C)(C)CCN1C(=O)C2C(c3ccccc3)C=CC(c3ccccc3)C2C1=O (stereo not given)
31) Cc1ccc(C(C)C)cc1OCCCCN1C(=O)NC(C)(C)C1=O
32) COc1cc(C)ccc1OCCCn1c(-c2ccc(Cl)cc2)nc2ccccc2c1=O
Assay by compound	25	26	27	28	29	30	31	32
GPR151 activ	0.4	1.3	1.5	1.2	-0.6	-0.4	-2.0	0.7
FBW7 activator	-0.1	0.1	-0.1	0.1	0.1	-0.1	-0.2	0.5
MITF primary	5	-3	-2	10	-4	9	-8	5
TEAD-YAP inh	4	0	-14	4	0	-7	6	10

33) CN(CCC#N)C(=O)COC(=O)c1ccc([N+](=O)[O-])cc1Cl
34) Cc1ccc(CN2C(=O)CSc3ccc(NC(=O)NC(C)C)cc32)cc1
35) COc1ccc(C2(C(=O)N3CCC(Nc4nc5c(c(=O)[nH]4)CCC5)CC3)CC2)cc1
36) CCOC(=O)c1[nH]c2ccc(Br)cc2c1C
37) O=c1c2ccccc2nc(SCc2cccnc2)n1CCc1ccccc1
38) O=C1C2C3c4ccccc4C(c4ccccc43)C2C(=O)N1c1ccc2c(c1)oc1ccccc12 (stereo not given)
39) CN1CCN(C(=O)c2ccc(-c3nc4ncnc(NCc5cccc(C(F)(F)F)c5)c4[nH]3)cc2)CC1
40) N/C(Cc1cccs1)=N\OC(=O)COc1ccc(Cl)cc1Cl
Assay by compound	33	34	35	36	37	38	39	40
GPR151 activ	0.5	1.1	-0.2	0.8	-1.3	-0.3	0.5	-0.5
FBW7 activator	0.0	-0.2	1.9*	0.1	-0.1	0.1	-0.1	0.0
MITF primary	10	-4	-2	6	-10	10	-3	-10
TEAD-YAP inh	-9	8	1	-14	12	6	-6	-47

41) O=C(Nc1nc2ccccc2o1)Nc1ccccc1Cl
42) Cc1cccc2cc(CN(Cc3ccco3)Cc3nnnn3CC3CCCO3)c(=O)[nH]c12 (stereo not given)
43) COC(=O)c1cc(-c2ccc(/C=C3\C(=O)N(c4cccc(Cl)c4)N=C3C)o2)ccc1Cl
44) CCN(CC)S(=O)(=O)c1ccc2[nH]cc(C(=O)O)c(=O)c2c1
45) COc1ccc(Cl)cc1N1C(=O)C(Cl)=C(Nc2ccccc2O)C1=O
46) Nc1cc([N+](=O)[O-])cc2oc(-c3ccccc3)cc12
47) Cc1ccccc1-c1nc2cc(NC(=O)c3cccc(F)c3)ccc2o1
48) CCOc1ccc(-n2c(SCC(=O)OC)nnc2-c2cccnc2)cc1
Assay by compound	41	42	43	44	45	46	47	48
GPR151 activ	-0.2	-0.8	-0.9	-0.8	-1.0	-0.5	1.4	0.4
FBW7 activator	0.1	0.2	0.0	-0.1	-0.1	-0.1	-0.1	0.1
MITF primary	-1	8	-1	6	5	-3	-9	-13
TEAD-YAP inh	-54	-2	4	-6	2	-25	-18	-5

Entries shown so far with fluorine, in the order listed:
12) CCOCCCNC(=O)CNC(=S)N(Cc1ccccc1F)C1CCCCC1
39) CN1CCN(C(=O)c2ccc(-c3nc4ncnc(NCc5cccc(C(F)(F)F)c5)c4[nH]3)cc2)CC1
47) Cc1ccccc1-c1nc2cc(NC(=O)c3cccc(F)c3)ccc2o1
Assay by compound	12	39	47
GPR151 activ	-2.1	0.5	1.4
FBW7 activator	0.0	-0.1	-0.1
MITF primary	-5	-3	-9
TEAD-YAP inh	16	-6	-18

The list goes on.
49) O=c1[nH]c2ccccc2cc1-c1noc(-c2cccs2)n1
50) CC12CCC3c4cc(Br)c(O)cc4CCC3C1CCC2O (stereo not given)
51) CC(=O)Nc1nc(C)c(-c2csc(Nc3ccccn3)n2)s1
52) CN(Cc1ncc[nH]1)C(=O)c1cc(COc2c(F)cccc2F)on1
53) Cc1ccc(Cl)cc1NC(=O)Cn1cnc2c(cnn2C)c1=O
54) Cc1ccc(C(=O)COC(=O)CCC(=O)Nc2ccc(Oc3ccccc3)cc2)cc1C
55) CCOC(=O)CSc1nc(NCc2ccc(OC)cc2)c2ccccc2n1
56) CCn1c2c(c3cc(C)ccc31)CCCC2=O
Assay by compound	49	50	51	52	53	54	55	56
GPR151 activ	0.2	4.1	-1.2	-0.5	1.5	0.8	-0.7	0.6
FBW7 activator	0.0	-0.2	0.2	0.3	0.0	-0.2	-0.2	-0.1
MITF primary	9	0	17	-2	-7	1	-13	-3
TEAD-YAP inh	-9	1	-61	14	8	9	2	-4

57) CCSCCOC(=O)C1=C(C)NC2=C(C(=O)CCC2)C1c1ccc(OC(C)=O)c(OC)c1 (stereo not given)
58) O=C(NCc1ccccc1-n1cccc1)Nc1ccccc1
59) COc1ccccc1NC(=O)CN1CCCC1
60) C=CCn1c(SCC(=O)Nc2ccc3c(c2)OCO3)nnc1-c1cccs1
61) COc1ccccc1N1CCN(c2ncc(C(=O)Nc3nnc(C)s3)c3ccccc23)CC1
62) O=C(CN(Cc1ccc(Cl)cc1)C(=O)c1csnn1)NCCc1ccccc1
63) COc1ccc(N2CCN(CCNS(=O)(=O)Cc3ccccc3Cl)CC2)cc1
64) CC1=C(C(=O)OCCc2ccccc2)C(c2ccc(F)cc2)C2=C(CCCC2=O)N1 (stereo not given)
Assay by compound	57	58	59	60	61	62	63	64
GPR151 activ	-0.2	0.1	-0.7	-1.1	-1.4	1.0	0.3	-0.1
FBW7 activator	0.3	-0.1	-0.2	0.6	-0.2	0.0	-0.1	0.4
MITF primary	5	12	-1	10	-4	3	6	9
TEAD-YAP inh	3	-9	3	6	4	10	4	20

Ordered by number of heavy atoms (smallest number first): six of the compounds above
59) COc1ccccc1NC(=O)CN1CCCC1
58) O=C(NCc1ccccc1-n1cccc1)Nc1ccccc1
60) C=CCn1c(SCC(=O)Nc2ccc3c(c2)OCO3)nnc1-c1cccs1
62) O=C(CN(Cc1ccc(Cl)cc1)C(=O)c1csnn1)NCCc1ccccc1
64) CC1=C(C(=O)OCCc2ccccc2)C(c2ccc(F)cc2)C2=C(CCCC2=O)N1 (stereo not given)
57) CCSCCOC(=O)C1=C(C)NC2=C(C(=O)CCC2)C1c1ccc(OC(C)=O)c(OC)c1 (stereo not given)
Assay by compound	59	58	60	62	64	57
GPR151 activ	-0.7	0.1	-1.1	1.0	-0.1	-0.2
FBW7 activator	-0.2	-0.1	0.6	0.0	0.4	0.3
MITF primary	-1	12	10	3	9	5
TEAD-YAP inh	3	-9	6	10	20	3

Continued.
65) CC(=O)c1ccc(Oc2cc(C)nc(NCc3ccccc3)n2)cc1
66) O=c1n(CCO)c(=O)n(CCCl)c(=O)n1CCO
67) COc1ccccc1CNCc1cn[nH]c1-c1ccccc1
68) COC(=O)C1=C(C)N(C)C(=O)NC1c1cc2c(cc1Cl)OCO2 (stereo not given)
69) c1ccc(COc2ccccc2CNCc2cccnc2)cc1
70) COc1ccccc1CN1CCC2(CCC(CNC(C)=O)O2)CC1 (stereo not given)
71) O=[N+]([O-])c1ccc(-c2ncnn2-c2ccc(Cl)cc2)cc1
72) O=C(CSC1CC(=O)N(c2cccc(Br)c2)C1=O)Nc1ccc(Br)cc1 (stereo not given)
Assay by compound	65	66	67	68	69	70	71	72
GPR151 activ	0.9	0.2	0.0	-0.2	1.2	0.7	-1.0	0.8
FBW7 activator	0.1	-0.1	0.1	0.2	0.0	0.0	0.7	-0.1
MITF primary	4	14	-13	11	-4	-5	12	-3
TEAD-YAP inh	6	0	-10	8	-17	0	6	5

73) Cc1oc2c(c1C(=O)NC(Cc1c[nH]c3ccccc13)C(=O)O)CCCC2 (stereo not given)
74) CCCCSc1nsc2sc(C(=O)c3ccccc3)c(N)c12
75) CCC(C)OC(=O)C1=C(C)NC2=C(C(=O)C(C(=O)OC)C(C)C2)C1c1ccc(OC)cc1 (stereo not given)
76) C/C(CC(=O)Nc1cccc(C(F)(F)F)c1)=N\NC(=O)c1cccc(C)c1O
77) CC(=O)Nc1ccc(Nc2ccnc(-c3ccc(N4CCOCC4)nc3)n2)cc1
78) CCCN1CCC(NC(=O)Nc2ccc([N+](=O)[O-])cc2)CC1
79) O=C(CNC(=O)c1ccco1)N/N=C/c1ccc(O)c([N+](=O)[O-])c1
80) O=C(Cn1c(=O)n(-c2ccccc2)c(=O)c2sccc21)c1cccc([N+](=O)[O-])c1
Assay by compound	73	74	75	76	77	78	79	80
GPR151 activ	0.0	0.2	0.2	-0.4	1.9	-1.2	-0.6	0.7
FBW7 activator	-0.1	-0.1	0.1	-0.2	0.3	-0.1	-0.1	0.1
MITF primary	4	5	1	0	11	-1	0	-8
TEAD-YAP inh	3	-24	2	2	3	-4	7	2
